TLR4-MyD88 BLA: inhibitors of TLR4-MyD88 association in cells, primary screen, cell-based, HeLa CL3-4, BLA complementation, FRET ratio. Toll-like receptor 4 (Homo sapiens) + Myeloid differentiation primary response protein …. HeLa CL3-4 TLR4/MyD88 BLA complementation. inhibition, % at 8.4 µM. 200,000 tested, 0.18% active; in the data active = inhibition above about 25%;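 also: 0% = vehicle and 100% = reference inhibitor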
Target sequence (O00206 whole entry, looked up): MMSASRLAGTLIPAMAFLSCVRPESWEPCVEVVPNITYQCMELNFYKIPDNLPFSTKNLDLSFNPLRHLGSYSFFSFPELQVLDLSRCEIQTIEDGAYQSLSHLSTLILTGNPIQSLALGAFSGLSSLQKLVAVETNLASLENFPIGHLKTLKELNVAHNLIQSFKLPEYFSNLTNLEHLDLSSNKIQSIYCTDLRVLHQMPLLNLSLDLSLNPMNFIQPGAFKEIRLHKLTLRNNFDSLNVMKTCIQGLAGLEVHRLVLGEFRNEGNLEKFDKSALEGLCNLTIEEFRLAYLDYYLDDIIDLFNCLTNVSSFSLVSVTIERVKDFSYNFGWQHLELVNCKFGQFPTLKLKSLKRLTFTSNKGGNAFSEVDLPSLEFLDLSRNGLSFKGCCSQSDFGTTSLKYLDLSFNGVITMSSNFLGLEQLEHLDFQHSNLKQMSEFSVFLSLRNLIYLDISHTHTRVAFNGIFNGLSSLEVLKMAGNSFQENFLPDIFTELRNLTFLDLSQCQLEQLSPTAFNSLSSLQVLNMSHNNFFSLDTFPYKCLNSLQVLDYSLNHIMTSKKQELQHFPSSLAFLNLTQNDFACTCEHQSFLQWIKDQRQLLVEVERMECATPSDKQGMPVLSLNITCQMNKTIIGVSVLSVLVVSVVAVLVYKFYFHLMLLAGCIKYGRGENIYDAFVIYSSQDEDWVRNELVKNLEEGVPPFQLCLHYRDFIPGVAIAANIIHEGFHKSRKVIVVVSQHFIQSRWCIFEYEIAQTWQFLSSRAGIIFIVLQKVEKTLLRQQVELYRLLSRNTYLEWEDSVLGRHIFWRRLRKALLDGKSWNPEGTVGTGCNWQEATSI
Target sequence (Q99836 whole entry, looked up): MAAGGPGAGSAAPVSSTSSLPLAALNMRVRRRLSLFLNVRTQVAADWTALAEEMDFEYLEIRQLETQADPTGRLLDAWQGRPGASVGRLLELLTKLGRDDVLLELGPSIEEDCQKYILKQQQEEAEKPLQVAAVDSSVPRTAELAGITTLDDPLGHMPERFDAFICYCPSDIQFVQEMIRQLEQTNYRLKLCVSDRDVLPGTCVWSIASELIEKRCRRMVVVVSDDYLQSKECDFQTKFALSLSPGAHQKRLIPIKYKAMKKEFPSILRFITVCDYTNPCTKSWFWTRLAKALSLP
Redox H2O2 prof: compounds producing H2O2 with reducing agent – biochemical, NIH compound library profiling, artefact control for MLSCN library redox annotation, primary screen; DTT-dependent redox cycling H2O2, phenol red/HRP absorbance; 100% = 100 µM peroxide control, 0% = buffer; activation, % at 10 µM; 200,000 tested, 0.03% active; AID 878, 2007;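 active = activation of at least 50% relative to the plate's high and low controls in the primary single-dose screen; inactive = activation below 50%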;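 also: compound incubated with DTT at 0.8 mM final as the reducing agent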
STAT3 inh: IL-6 driven STAT3 reporter inhibitors, primary screen, U3A cells, luciferase, luminescence, MLSCN library; IL-6 STAT3-luciferase reporter; host cell line lacks STAT1; inhibition, % at 5.5 µM; 190,000 tested, 0.89% active; AID 862, 2007;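 active = inhibition above the mean inhibition across all screened compounds plus 3 SD, cut at about 44% in these data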;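 also: 0% = DMSO only wells and 100% = 100 µM nifuroxazide control wells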
STAT1 inh: STAT1 signaling inhibitors, primary screen, cell-based, HTS, luciferase reporter | NIH 3T3 STAT1-luciferase reporter, IFN-gamma, luminescence | inhibition, % at 5.5 µM | 200,000 tested, 0.35% active | AID 920, 2007;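 active = inhibition above a set limit, the mean inhibition across all tested compounds plus 3 SD, cut at about 34% in these data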;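 also: 0% = IFN-gamma with DMSO and 100% = IFN-gamma with 300 µM nifuroxazide; values of inactives mirror those of a sister screen read the other way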
APP 5'UTR act: activators of APP 5'UTR luciferase reporter, primary screen, SH-SY5Y cells. SH-SY5Y APP 5'UTR luciferase reporter, luminescence; zero percent = DMSO vehicle wells. activation, % at 2 µM. 190,000 tested, 1% active. AID 1276, 2008;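 active = activation above a set limit, based on mean plus 3 SD of controls, cut at about 140% in these data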; also: values of inactives mirror those of a sister screen read the other way
NF-kB neuron act: activators of NF-kB expression in neurons, primary screen, cell-based, HTS. human neuronal cells, NF-kB reporter expression; active compounds read high. fold change at 12.5 µM. 190,000 tested, 1.6% active. AID 1239, 2008; in the data active = fold change above about 3.3
STAT1 act: STAT1 signaling activators, primary screen, cell-based, HTS, luciferase reporter | activation (% of control), % at 5.5 µM | AID 932, 2007 | 200,000 tested, 2.6% active | NIH 3T3 STAT1-luciferase reporter, IFN-gamma, luminescence; 100% = IFN-gamma alone, no compound;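 active = activation above the screen-wide mean activation plus 3 SD, cut at about 130% in these data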;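 also: raw ratio to IFN-gamma control signal so 100% means no change and 0% no light; values of inactives mirror those of a sister screen read the other way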
Efa HMGR inh: inhibitors of E. faecalis class II HMGR, primary screen, biochemical, Enterococcus faecalis. HMG-CoA reductase (Enterococcus faecalis, mvaE). purified E. faecalis HMGR, NADPH absorbance 340 nm kinetic. inhibition, % at 10 µM. 190,000 tested, 0.41% active;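 active = inhibition above a set limit, the median over all tested compounds plus 3 SD, cut at about 9.5% in these data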;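 also: enzyme runs in reverse so mevalonate oxidation gives rising NADPH absorbance; 0% = complete reaction with DMSO and 100% = background rate lacking mevalonate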
Hsp70 activator: Hsp70 transcriptional activators, primary screen, cell-based, HeLa, Hsp70 promoter luciferase, luminescence, 10 µM. activation, % at 10 µM. 200,000 tested, 0.04% active. HeLa Hsp70 promoter luciferase reporter; scaled: vehicle 0, proteasome-inhibitor control 100%;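 active = activation above the mean across all tested compounds plus 3 SD, cutoff set per campaign, cut at about 5.5% in these data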;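 also: 100% = MG132 at 30 µM as the positive control and 0% = DMSO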
STAT3 act: IL-6 driven STAT3 reporter potentiators, primary screen, U3A cells, luciferase, luminescence, MLSCN library; IL-6 STAT3-luciferase reporter; 100% = signal with IL-6 EC80 alone; activation (% of control), % at 5.6 µM; 190,000 tested, 0.91% active; AID 871, 2007;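 active = activation above the screen-wide mean of compound activation plus 3 SD, cut at about 130% in these data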;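 also: 0% = background luminescence of wells with medium and substrate only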
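Material: human STAT1-deficient U3A cells with stable STAT3-luciferase reporter / Probe or stimulus: IL-6 stimulus at 33 ng/mL final / Schedule: 1 h compound pre-exposure, 6 h IL-6 stimulation, 37 °C / Technique: luminescence / Read-out basis: percent of IL-6-only median luminescence / Control set: IL-6-only high control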
* marks the source's active call; other numbers are inactive results; nt = no result given. Compounds were not picked by outcome; any-hit rate near 5.6%.

SMILES	TLR4-MyD88 BLA	Redox H2O2 prof	STAT3 inh	STAT1 inh	APP 5'UTR act	NF-kB neuron act	STAT1 act	Efa HMGR inh	Hsp70 activator	STAT3 act
CC(C)(C)C1CCC2(CC1)Nc1cccc3cccc(c13)N2	5	-0.1	-14	10	-4	0.72	90	1	-0.1	109
C/C(=N/NC(=O)CN1CCN(S(=O)(=O)c2ccc(Br)cc2)CC1)c1ccco1	-9	0.4	-4	-6	5	0.89	105	-1	-0.3	102
CC(C)(C)c1csc(NC(=O)c2ccncc2)n1	-9	-0.1	12	17	18	1.3	84	-4	-0.2	96
COc1ccc(-c2c(C)nc(N)nc2-c2ccc(OCc3ccc(C)cc3)cc2O)cc1OC	-6	0.7	11	-2	2	1.1	102	2	-0.5	94
Cc1ccc(C(C(=O)NC2CCCCC2)N(C(=O)CCCC(=O)Nc2ccccn2)c2ccc3c(c2)OCCO3)cc1 (stereo not drawn)	4	-0.3	1	-1	19	0.94	101	1	-0.3	98
CS(=O)(=O)NCCn1ccc2ccccc21	0	-1.1	7	0	23	1.2	100	-2	-0.4	98
O=C(O)/C=C/c1coc2ccccc2c1=O	8	-0.7	10	1	6	1	99	-6	-0.4	95
CCC(=O)Nc1cccc(NC(=O)c2cc3ccccc3o2)c1	12	-3.9	8	-52	89	2.9	148*	-5	0.8	97
CC1(C)CN(c2ccc(F)cc2)C1=O	-11	9.5	3	-4	-10	1.1	104	-8	-0.4	99
Cc1ccc(-c2ccc(SCC(=O)c3ccccc3)nn2)cc1	6	0.3	-10	3	5	1.5	97	-4	-0.2	104
CCN(CC)S(=O)(=O)c1ccc(F)c(C(=O)NCCCN2CCOCC2)c1	-12	-0.8	9	26	7	0.95	75	-6	-0.3	96
COc1ccccc1N1CCN(S(=O)(=O)c2cc(C)sc2C)CC1	19	-1.7	4	0	-4	1	100	0	0.4	100
O=C(C1=C[C@@H](C2CC2)C[C@@H](OCc2ccc(CO)cc2)O1)N1CCN(Cc2ccccc2)CC1	-11	0.2	nt	8	-15	0.72	94	-1	0.0	nt
O=C(Cn1nnc(-c2ccccc2F)n1)Nc1ccc(S(=O)(=O)NC2CCCC2)cc1	5	3.4	9	-3	-13	1	102	1	-0.3	98
CS(=O)(=O)N1CCN(C(=O)c2cccnc2)CC1	4	1.1	1	-1	0	1.1	101	-5	-0.3	102
CC(=O)Nc1ccc(OCC(=O)NCc2ccc(C)cc2)cc1	10	2.4	2	4	8	1.1	96	-9	-0.2	102
Cc1cc(C)cc(N2C(=O)N(c3ccccc3C)C3CS(=O)(=O)CC32)c1 (stereo not drawn)	-8	-0.6	7	-2	12	0.97	102	0	-0.4	99
Cn1c2ccccc2c2ncn(CCCN3CCOCC3)c(=O)c21	5	0.1	-42	5	24	1.4	95	-4	-0.4	140*
CCOC(=O)C(CCOc1cccc(CC)c1)C(=O)OCC	1	1.9	7	1	0	1.3	99	-5	0.0	97
C=CCOC(=O)c1ccc(-n2cncn2)nc1	-3	-0.1	2	-8	-4	1.1	107	-1	0.0	98
COc1cc(SC)ccc1C(=O)NCc1ccccc1	-10	0.2	2	-16	4	1.2	114	-1	-0.3	101
COc1cc(NC(=O)c2ccco2)c(C(=O)OCC(=O)c2c[nH]c3ccccc23)cc1OC	-3	0.4	-16	2	0	0.88	99	-2	-0.5	114
O=C(Nc1nc(-c2cccs2)cs1)c1ccc(S(=O)(=O)N2CCCC2)cc1	-5	0.2	22	11	3	0.41	90	-3	-0.6	84
O=C(COC(=O)COc1ccccc1Cc1ccccc1)Nc1cccnc1Cl	-4	-0.6	0	-1	12	1.2	101	-3	-0.1	103
CCCCSc1nc2c(cnn2-c2ccc(Cl)cc2)c(=O)[nH]1	0	3.2	0	-3	12	1	102	-3	0.0	103

Overlap with the part before: two entries, then new ones.
SMILES	TLR4-MyD88 BLA	Redox H2O2 prof	STAT3 inh	STAT1 inh	APP 5'UTR act	NF-kB neuron act	STAT1 act	Efa HMGR inh	Hsp70 activator	STAT3 act
O=C(COC(=O)COc1ccccc1Cc1ccccc1)Nc1cccnc1Cl	-4	-0.6	0	-1	12	1.2	101	-3	-0.1	103
CCCCSc1nc2c(cnn2-c2ccc(Cl)cc2)c(=O)[nH]1	0	3.2	0	-3	12	1	102	-3	0.0	103
Cc1ccc(-c2csc(NC(=O)C3CC(=O)N(Cc4ccco4)C3)n2)cc1 (stereo not drawn)	-5	-0.1	18	2	28	1.1	98	2	-0.3	89
COc1ccc(-c2cc(C(F)(F)F)nc(-n3ccnc3C)n2)cc1	-9	0.1	21	7	3	0.85	93	-10	-0.3	85
Cc1ccc(O)c(NC(=S)NC(=O)COc2ccc(Br)cc2)c1	9	-0.1	3	-3	6	0.99	101	1	0.1	104
CC(=O)Nc1c(C)cc(S(C)(=O)=O)cc1C	2	0.0	-8	12	-8	1.1	89	0	-0.4	110
Cc1ccc2sc3ccc(NC(=O)c4ccccc4Cl)cc3c(=O)c2c1	-2	-0.8	24	-16	-18	1	114	0	0.0	85
Cn1c(=O)c2c([nH]c(=O)n2C)n(C)c1=O	-7	0.2	5	3	-1	1.2	96	-6	0.1	97
O=C(Nc1cc(C(F)(F)F)cc(C(F)(F)F)c1)c1ccc(Cn2cc(C(F)(F)F)ccc2=O)cc1	-10	2.5	15	1	15	0.85	99	-3	-0.1	96
CCOC(=O)C(C)Oc1cccc2c(=O)n(CC(=O)N3CCc4ccccc43)ccc12 (stereo not drawn)	-2	0.0	5	4	1	0.74	97	2	0.1	103
Cc1ccn(C(CC(=O)c2ccc(Br)cc2)C(=O)O)n1 (stereo not drawn)	-2	0.0	0	14	2	1.1	88	-3	-0.2	100
CC(=O)Nc1nc2ccc(-c3nc4ccccc4o3)cc2s1	13	1.8	12	-73	41	5.5*	167*	0	-0.2	93
Cc1cccc(N(C(=O)c2sc(C)nc2C)C(C(=O)NCc2ccco2)c2ccccc2)c1 (stereo not drawn)	-6	1.2	14	5	19	1.1	96	2	-0.5	91
Cc1nc2oc(C(=O)c3ccccc3)c(N)c2c2c1COC(C)(C)C2	5	3.3	23	-10	10	1.2	109	0	-0.4	83
Cc1ccc2nc(Nc3ccc4[nH]c(=O)[nH]c4c3)c(-n3nc(C)cc3C)nc2c1	13	0.0	-5	-13	34	0.91	112	2	-0.2	107
CCC(=O)n1nc(NCc2ccc(OC)c(OC)c2)nc1NCc1ccc(OC)c(OC)c1	3	0.0	23	13	-4	0.86	88	0	-0.3	83
Cc1[nH]c2ccccc2c1SCC(=O)O	8	0.3	-26	9	14	1	96	-2	-0.1	125
Cc1ccc(-c2nc3c(c(=O)c4ccccc4n3C)c(=O)n2-c2ccccc2)cc1	7	-0.1	-8	-3	3	1.1	103	-2	-0.3	107
CCc1nc(N2CCCC2)c(C#N)c2c1CCCC2	7	3.2	1	-2	18	1	102	-2	-0.2	104
CCCCCCCCOC(=O)c1ccc(N)cc1	4	1.2	0	-1	17	1.4	100	-7	0.0	102
CC1(C)C(=O)N(OCc2ccccc2)C(C)(C)C(=O)N1OCc1ccccc1	-6	0.5	2	2	-10	0.83	98	0	-0.3	105
NCCN1CCN(CCN)CC1	-2	0.4	16	7	-3	1	93	4	-0.3	90
CCCCOc1ccc(C(=O)Nc2ccc(C)cc2[N+](=O)[O-])cc1	7	0.3	4	-6	-1	1.6	105	0	-0.3	98
Cc1[nH]n(C(C)(C)C)c(=O)c1Sc1ccc(Cl)cc1	-14	0.3	-2	2	18	1.1	99	0	0.1	104
CC(C)CNC(=S)NC(=O)c1ccc(Cl)cc1	-4	0.1	-7	-40	37	2.3	136*	3	0.2	110
CSc1cccc(NC(C)=O)c1	-7	-0.3	1	7	-2	1.1	94	3	-0.4	102
COc1ccc(CC(=O)N/N=C(/C)c2ccco2)cc1	-5	0.1	2	-10	6	1.1	107	3	-0.2	101
SMILES	TLR4-MyD88 BLA	Redox H2O2 prof	STAT3 inh	STAT1 inh	APP 5'UTR act	NF-kB neuron act	STAT1 act	Efa HMGR inh	Hsp70 activator	STAT3 act
CCOC(=O)N/N=C/c1ccccc1F	-1	-3.6	7	-23	48	1.9	120	-2	-0.1	100
CCCOC(=O)c1ccc(NC(=O)C(=O)NCCN(CC)CC)cc1	3	-0.7	-4	4	-11	0.93	95	-4	-0.4	107
COc1ccc(/C=C(\CC(=O)O)c2nc3ccccc3o2)cc1	-4	-0.7	-24	-55	76	0.9	151*	-6	-0.1	120
Cc1ccc(CCN2CC(C(=O)N3CCN(c4ccc(F)cc4)CC3)CC2=O)cc1 (stereo not drawn)	11	2.5	9	-1	5	1.1	101	-3	-0.3	96
CC(=O)Nc1ccccc1OC(C)C(=O)N1CCC(C)CC1 (stereo not drawn)	-10	-1.7	-3	3	5	1.1	97	-4	-0.1	104
COC(=O)N/N=C(\C)c1ccc2ccccc2c1OC(F)F	1	-0.1	-2	-5	-27	0.86	105	2	-0.4	104
Cc1ccc(C(=O)NCC(=O)OCC(=O)c2ccc(C)c([N+](=O)[O-])c2)cc1	-6	0.1	-4	6	12	1	95	-3	-0.3	99
CC(C)(C)C(=O)COC(=O)c1cc(-c2cccnc2)nc2ccccc12	-3	-1.9	12	5	-9	1.1	95	-8	-0.1	92
Cc1ccc(NC(=O)c2cc(Cl)nc3ccccc23)cc1	-11	3.1	7	3	7	1	98	-5	-0.2	103
COc1ccc(S(=O)(=O)N2CCN(CCO)CC2)cc1-c1nnc2c3ccccc3c(C)nn12	3	-2.7	-7	-13	-26	0.99	113	-7	-0.3	106
COc1ccccc1N1CCN(c2ncc(C(=O)N3CCN(c4cccc(Cl)c4)CC3)c3ccccc23)CC1	-6	-0.2	15	0	-7	0.54	98	-3	-0.2	95
CC(=O)Nc1cccc(OC(=O)COc2ccc(Br)cc2)c1	3	-0.4	3	-7	-17	0.91	109	0	-0.2	96
CCOC(=O)CSc1nc(-c2ccccn2)ncc1OC	-9	5.9	8	5	-1	1.1	96	-3	-0.1	95
CCOC(=O)c1sc(NC(=O)C2CCC2)cc1C	9	0.2	2	-20	46	1.8	120	-2	-0.2	103
N/C(=N\OC(=O)c1ccc(Cl)cc1)c1ccccn1	-9	-4.4	87*	4	185*	3.5*	97	-1	-0.4	31
Cc1ccc(Nc2nc(-c3ccc(C)cc3)c(CC(=O)O)s2)cc1	0	-3.3	-6	-12	10	1.3	109	0	-0.1	106

Bioassay records as filed in PubChem.
